Source: PubChem (several laboratories)
PPARg SRC-3 ag = PPARgamma agonists recruiting SRC-3 coactivator, primary screen, biochemical. Peroxisome proliferator-activated receptor gamma (Homo sapiens), P37231. biochemical PPARgamma/SRC-3 coactivator recruitment assay. activation, % at 8 µM. 0.26% of 200,000 active. AID 731, 2007; in the data active means activation above about 23%;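 further: 0% = DMSO and 100% = reference agonist; some compounds past the cut are filed as inactive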
Target sequence (P37231 whole entry, looked up): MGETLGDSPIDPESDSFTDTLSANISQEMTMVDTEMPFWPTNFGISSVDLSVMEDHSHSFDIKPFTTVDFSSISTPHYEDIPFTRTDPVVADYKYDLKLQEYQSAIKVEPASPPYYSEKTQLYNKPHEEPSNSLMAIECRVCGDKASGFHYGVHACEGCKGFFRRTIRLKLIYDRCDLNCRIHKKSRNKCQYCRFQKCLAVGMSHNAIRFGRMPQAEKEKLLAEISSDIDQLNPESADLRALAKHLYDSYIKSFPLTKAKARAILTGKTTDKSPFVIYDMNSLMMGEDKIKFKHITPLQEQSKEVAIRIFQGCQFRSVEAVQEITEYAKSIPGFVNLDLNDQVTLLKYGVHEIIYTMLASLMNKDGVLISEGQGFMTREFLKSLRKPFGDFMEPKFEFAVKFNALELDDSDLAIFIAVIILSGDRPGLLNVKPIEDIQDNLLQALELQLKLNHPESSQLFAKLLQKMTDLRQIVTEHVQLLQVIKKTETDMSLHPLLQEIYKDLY
S1P3 antag = S1P3 receptor antagonists, primary screen, cell-based. Sphingosine 1-phosphate receptor 3 (Homo sapiens), Q99500. CHO S1P3 NFAT-BLA reporter, FRET fluorescence, antagonist mode. 0.27% of 170,000 active. inhibition, % at 4.98 µM;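 active means inhibition above the plate cutoff, the mean inhibition of test wells on that plate plus 3 SD, cut at about 28% in these data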;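 further: cells challenged with S1P at its EC80 of 0.8 µM; blue over green emission ratio from cleaved BLA substrate after 4 h stimulation; 0% = S1P-stimulated wells and 100% = unstimulated DMSO-only wells; some compounds past the cut are filed as inactive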
Target sequence (Q99500 whole entry, looked up): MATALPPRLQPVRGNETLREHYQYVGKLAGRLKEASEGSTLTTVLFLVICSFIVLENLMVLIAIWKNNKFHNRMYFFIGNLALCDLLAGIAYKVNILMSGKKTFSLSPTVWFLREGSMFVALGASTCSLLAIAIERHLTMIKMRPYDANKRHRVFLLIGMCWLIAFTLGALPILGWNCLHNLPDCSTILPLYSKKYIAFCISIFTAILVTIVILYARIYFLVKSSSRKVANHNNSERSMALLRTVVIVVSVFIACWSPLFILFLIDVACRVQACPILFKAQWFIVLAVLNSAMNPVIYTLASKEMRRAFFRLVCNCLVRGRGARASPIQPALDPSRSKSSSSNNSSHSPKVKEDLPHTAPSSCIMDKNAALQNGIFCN
Diaph inh CS = diaphorase inhibitors and chemical oxidizers, primary screen, counter-screen for diaphorase-coupled primary assays, biochemical, uHTS, resorufin fluorescence; diaphorase resazurin-to-resorufin fluorescence, NADH, 16 min; bacterial (C. kluyveri) enzyme, not human; inhibition, % at 20 µM; 0.69% of 190,000 active; AID 1217, 2008;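 active means primary screen inhibition at 20 µM above a set limit, cut at about 50% in these data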;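 further: plate controls were DMSO with full reaction for no effect and wells lacking NADH for full effect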
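Assay system: diaphorase enzyme from Clostridium kluyveri. Quantity: enzyme working solution with 0.14 U/mL diaphorase. Schedule: reaction incubation of 16 min at room temperature. Technique: resorufin fluorescence, excitation 544 nm, emission 590 nm. Controls: No-NADH positive control and DMSO neutral control.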
PPARg SRC2 recr = agonists of PPARg-SRC-2 recruitment, primary screen, biochemical, HTS; activation, % at 8 µM; Peroxisome proliferator-activated receptor gamma (Homo sapiens), P37231; PPARgamma LBD-SRC-2 recruitment; AID 1032, 2008; 0.34% of 200,000 active; in the data active means activation above about 22%;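 further: 0% = vehicle and 100% = reference agonist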
Diaph act CS = compounds boosting diaphorase resazurin reduction – biochemical, uHTS, resorufin fluorescence, counter-screen for diaphorase-coupled primary assays, primary screen. activation factor at 20 µM. 0.005% of 190,000 active. Diaphorase/resazurin coupled assay, 16 min; active compounds read high; 1 = vehicle wells, 0 = NADH-free wells;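 active means diaphorase activity raised at least twofold by the compound at 20 µM; inactive means activation factor below 2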
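Material: Purified diaphorase enzyme from Clostridium kluyveri | Buffer or medium: 50 mM HEPES pH 7.4 with 4.542 mM MgCl2, 0.005% Tween 20 | Times: 16 min enzyme reaction, ambient temperature | Signal: Red resorufin fluorescence at 544/590 nm excitation/emission | Measure: Increased resorufin signal from activators or reducing compounds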
PMI activator = activators of human PMI, primary screen, biochemical, fluorescence intensity, near-Km mannose 6-phosphate. Mannose-6-phosphate isomerase (Homo sapiens), P34949. AID 1214, 2008. activation factor at 20 µM. 0.005% of 190,000 active. purified human PMI, coupled resazurin fluorescence, 20 min; active compounds read high; 1 = vehicle control, 0 substrate-free wells;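 active means activation factor of 2 or more at 20 µM, relative to plate controls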
ROMK primary = ROMK potassium channel modulators, primary screen, cell-based, thallium flux, MLSMR library; Tet-inducible ROMK, thallium flux fluorescence; actives lie on both sides; AID 1918, 2009; 2% of 130,000 active; ATP-sensitive inward rectifier potassium channel 1 (Homo sapiens), P48048; B-score at 10 µM;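 active means signal ratio slope over the read window, or its plate-corrected B-score, at least 3 SD from the plate mean, either direction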;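 further: B-score of the F/F0 ratio slope over 7 to 12 s after thallium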
G6PDH counter = L. mesenteroides G6PDH inhibitors, counter-screen for G6PDH-coupled screening assays, biochemical, Leuconostoc mesenteroides enzyme | glucose-6-phosphate dehydrogenase [Leuconostoc mesenteroides] | Purified L. mesenteroides G6PDH, diaphorase/resazurin coupled fluorescence, 45 min | inhibition, % at 5 µM | 0.12% of 200,000 active | AID 1020, 2008; in the data active means inhibition above about 50%
PPARg SRC1 recr = PPARgamma agonists recruiting SRC-1 coactivator, primary screen, biochemical; PPARgamma-SRC-1 coactivator recruitment biochemical assay; activation, % at 8 µM; 0.41% of 200,000 active; AID 631, 2007; in the data active means activation above about 19%;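 further: 0% = DMSO and 100% = reference agonist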
TR-FRET SRC-2 ct = TR-FRET signal artefacts, primary screen, artefact control for PPARgamma SRC-2 agonist project, biochemical; TR-FRET artefact counter-screen; active compounds read high; TR-FRET ratio at 8 µM; 0.4% of 200,000 active; in the data active means TR-FRET ratio above about 2000; further: inactives centre near 1500
PMI act hi M6P = human PMI activators, high substrate, primary screen, biochemical, fluorescence intensity, near-saturating mannose 6-phosphate; coupled PMI enzyme assay, resazurin fluorescence, 20 min; active compounds read high; 1 = untreated enzyme, 0 = substrate-free blank; activation factor at 20 µM; 0.34% of 190,000 active;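 active means activation factor of 2 or more at 20 µM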
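Test system: human PMI in coupled enzyme assay; Input: PMI at 15 ng/mL final; Medium: HEPES buffer, pH 7.4; Schedule: 20 min incubation at room temperature; Technique: resorufin fluorescence at Ex 544/Em 590 nm; Compound: 20 µM single dose; Probe or stimulus: Near-saturating mannose-6-phosphate, 1.0 mM.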
Numbers without * were called inactive; / = not tested or not shown.

SMILES	PPARg SRC-3 ag	S1P3 antag	Diaph inh CS	PPARg SRC2 recr	Diaph act CS	PMI activator	ROMK primary	G6PDH counter	PPARg SRC1 recr	TR-FRET SRC-2 ct	PMI act hi M6P
CCc1cc(=O)n2[nH]c(C)c(-c3ccccc3OC)c2n1	10.4	-39.4	-0.2	9.5	1	1	/	-10.4	0.8	1440	1
CC1(C)CC(=O)C(C=Nc2cccnc2)=C(O)C1	-12.9	1.5	4.2	1.6	1	1.1	/	16.0	3.9	1576	1.1
CCOC(=O)C1CCCN(C(=O)C(C)(C)Oc2ccc(Cl)cc2)C1 (centres undefined)	4.6	-2.5	17.3	2.7	0.8	0.9	0.288	7.2	7.2	1561	1
COc1ccccc1/C=N/OCC(=O)NCc1ccc2c(c1)OCO2	-3.2	-19.7	2.1	-5.2	1	0.9	/	-12.7	0.4	1340	0.9
CC(c1ccco1)N(C(=O)c1ccc(S(=O)(=O)N2CCCCC2)cc1)c1ccccn1 (centres undefined)	-1.5	/	15.9	9.4	0.8	0.9	-0.621	16.1	2.2	1520	1
CNC(=O)c1sc(SC)cc1-c1ccc(Cl)cc1	14.7	/	6.1	12.5	0.9	0.9	/	4.4	4.9	1647	1
O=C(CCC(=O)Nc1ccc(Br)cc1)N/N=C/c1cc([N+](=O)[O-])ccc1O	0.7	1.4	10.6	8.0	0.9	1.1	-0.491	0.4	4.2	1610	1.1
OCCN1CCN(c2nc(-c3ccccc3)nc3c2oc2ccccc23)CC1	2.9	-34.6	14.3	6.9	0.9	0.9	0.505	-7.2	0.3	1727	0.9
COc1ccc2c(c1)c(C(C)=O)c(C)n2-c1ccccc1	-5.0	/	6.0	2.9	0.9	1	-0.346	0.4	0.5	1434	1
Cc1ccc(C2(C(F)(F)F)NC(=O)N3CCCN=C3S2)cc1 (centres undefined)	-6.1	/	12.4	-2.1	0.9	1	/	-5.9	-0.5	1492	1

Three compounds drawn at random from the list so far, as already listed:
SMILES	PPARg SRC-3 ag	S1P3 antag	Diaph inh CS	PPARg SRC2 recr	Diaph act CS	PMI activator	ROMK primary	G6PDH counter	PPARg SRC1 recr	TR-FRET SRC-2 ct	PMI act hi M6P
CCc1cc(=O)n2[nH]c(C)c(-c3ccccc3OC)c2n1	10.4	-39.4	-0.2	9.5	1	1	/	-10.4	0.8	1440	1
O=C(CCC(=O)Nc1ccc(Br)cc1)N/N=C/c1cc([N+](=O)[O-])ccc1O	0.7	1.4	10.6	8.0	0.9	1.1	-0.491	0.4	4.2	1610	1.1
COc1ccc2c(c1)c(C(C)=O)c(C)n2-c1ccccc1	-5.0	/	6.0	2.9	0.9	1	-0.346	0.4	0.5	1434	1

Going on with the list:
SMILES	PPARg SRC-3 ag	S1P3 antag	Diaph inh CS	PPARg SRC2 recr	Diaph act CS	PMI activator	ROMK primary	G6PDH counter	PPARg SRC1 recr	TR-FRET SRC-2 ct	PMI act hi M6P
CCC1CCCN1Cn1cnc2c([nH]c3ccccc32)c1=O (centres undefined)	2.0	25.6	-15.6	-7.4	1.2	1.1	0.192	9.4	-0.5	1264	1.1
CN(CC(=O)NNC(=O)c1cccnc1)S(=O)(=O)c1cc(Cl)ccc1Cl	1.4	-5.6	1.0	3.1	1	1	0.4	-2.7	-1.3	1570	1
O=C(Cn1cnc2ccccc21)N/N=C/c1ccco1	3.7	-7.9	14.3	0.5	0.9	0.9	-0.774	33.5	2.5	1747	0.8
COc1ccc(/C(N)=N/OC(=O)Cc2ccc(OC)c(OC)c2)cc1	7.2	/	3.1	-1.2	1	1	/	2.6	-5.0	1640	1
CCCCn1c(-c2nn(C)c(C)c2Cl)n[nH]c1=S	-3.2	/	21.8	-0.3	0.8	0.9	/	6.1	1.1	1536	0.9
Cc1ccccc1NC(=O)C1C2CC/C=C\CCC21 (centres undefined)	-3.0	-3.3	14.2	-2.6	0.9	1.2	0.287	4.6	1.6	1413	1.1
CCCCN(C(=O)Cc1cccs1)c1nnc(-c2cccnc2)s1	12.6	/	28.0	12.0	0.7	1.2	-0.825	-4.6	0.7	1481	1.2
Nc1nonc1-c1nc2ccccc2n1CC(=O)N1CCN(c2ccc(F)cc2)CC1	-1.3	-29.9	13.4	-0.9	0.9	0.9	/	-35.3	0.6	1570	1
CC(C)(C)NC(=O)NC12CC3CC(CC(C3)C1)C2	2.5	-9.6	6.2	5.4	0.9	1.1	0.384	1.4	8.9	1515	1.1
CC1(C)Cc2c(sc3ncn4nc(-c5ccco5)nc4c23)CO1	-1.9	/	/	8.6	/	/	-1.47	/	4.3	1537	/
COc1ccc2c(c1)c(N=O)c(O)n2C	-2.3	/	13.9	6.9	0.9	1.1	-0.0327	10.5	2.8	1602	1
CNC(=O)C(Sc1ccccc1)c1ccccc1 (centres undefined)	-4.2	-26.9	8.4	-1.5	0.9	1.1	-0.0518	2.7	0.8	1544	1
CCCn1nnc2c(=O)oc3ccccc3c21	-5.0	4.8	7.4	11.9	0.9	1	-0.00952	7.2	3.3	1410	1
NS(=O)(=O)c1cccc(NC(=O)COC(=O)Cc2ccc(S(=O)(=O)N3CCCCC3)s2)c1	3.6	4.2	27.0	4.7	0.7	1	0.21	-4.4	-2.7	1771	0.9
CCOC(=O)Cn1c(=O)c2c(nc(N3CCCCC3)n2C)n(C)c1=O	-0.5	-19.5	14.7	-9.8	0.9	1	0.186	-2.7	-5.2	1567	1
COc1cccc(C2Nc3c(F)cc(Br)cc3C3C=CCC32)c1OC (centres undefined)	4.5	8.2	21.8	6.4	0.8	0.9	-0.182	-4.5	-3.2	1658	0.9
C[C@@H]1CN(Cc2nc(-c3cnccn3)no2)C[C@H](C)O1	2.0	4.8	-3.4	3.8	1	1	-0.528	11.3	-3.8	1356	1
Cc1nc2scc(-c3cccs3)c2c(=O)n1N	3.6	-3.2	12.1	5.9	0.9	0.9	0.00701	0.0	4.6	1646	0.9
COc1ccc(N2C(=O)C3CCCN3C2c2cccc(F)c2)cc1Cl (centres undefined)	-3.5	-22.2	15.8	4.0	0.8	1	/	6.0	6.9	1756	0.9
CCC(C)NC(=O)C1c2ccccc2C(=O)N(c2ccc(OC)cc2)C1c1ccc(OC)cc1 (centres undefined)	6.9	/	15.3	-0.7	0.8	0.9	-0.27	1.2	4.5	1601	1
Cc1ccc2c(c1)-c1c(ssc1=S)C(C)(C)N2C(=O)CN1C(=O)c2ccccc2C1=O	-7.7	/	10.5	-4.7	0.9	0.9	0.211	0.8	-2.8	1314	1
CCc1nnc(NC(=O)C2CCN(c3cnccn3)CC2)s1	-4.1	-1.4	16.0	6.3	0.8	0.9	0.745	1.3	2.1	1435	0.9
CCOc1ccc(NC(=O)c2ccco2)cc1	7.8	15.4	16.2	16.5	0.8	0.8	0.0239	7.3	4.8	1668	0.8
COC(=O)c1ccccc1NC(=O)CSc1nc(-c2ccco2)cc(C(F)(F)F)n1	-0.9	11.7	17.2	6.7	0.8	1	/	11.9	7.0	1532	0.9
CN1CCN(c2nc(-c3cccs3)cc(C(F)(F)F)n2)CC1	-2.7	/	9.4	1.9	0.9	1	-0.746	9.5	6.8	1464	1
CC(=O)NC1=NC(=O)/C(=C/c2cc(C)n(-c3cccc(C(=O)O)c3)c2C)S1	1.7	14.6	26.7	4.6	0.7	1.1	-1.42	7.1	-0.5	1638	1
Nn1c(SCC(=O)N2CCN(S(=O)(=O)c3ccc(Cl)cc3)CC2)nnc1-c1cccs1	0.4	/	1.8	6.9	1	1.1	-1.91	1.5	1.2	1522	1
CC(C)(C)SCCNC(=O)CSc1ccccc1	2.1	-1.7	/	7.8	/	/	/	/	8.1	1618	/
COc1ccc(S(=O)(=O)Cc2ccc(C(=O)N3CCN(c4ccccc4)CC3)o2)cc1	6.9	20.6	3.1	3.8	1	0.9	/	-5.7	9.4	1603	0.9
CCOC(=O)c1cccc(NC(=O)C2CCCN(S(=O)(=O)c3c(C)nn(C)c3C)C2)c1 (centres undefined)	-8.4	18.7	22.1	-11.7	0.8	0.9	/	5.8	-0.1	1407	0.9
COc1ccc(C/C(N)=N/OC(=O)Cc2ccc(OC)c(OC)c2)cc1	-4.4	/	14.5	-0.2	0.9	0.9	/	6.1	8.3	1576	0.8
CCOC(=O)C1=CN(C)C=C(C(=O)OCC)C1c1ccsc1	7.8	-4.3	1.0	-5.0	1	1	-0.147	12.3	-0.4	1520	1
Cc1ccc2cc(CN(CC3CCCO3)C(=O)C(C)C)c(=O)[nH]c2c1 (centres undefined)	13.9	-42.4	0.8	3.5	1	1	/	4.1	-0.8	1543	1
Cn1c(=O)c2c(ncn2CC(=O)N2CCN(c3ccc(F)cc3)CC2)n(C)c1=O	6.1	7.4	13.2	-0.5	0.9	0.9	/	3.6	-0.3	1528	1
CCOc1ccc(N2C(=O)CC(N(CCc3ccccc3)C(=O)/C=C/C(=O)O)C2=O)cc1 (centres undefined)	3.3	-4.7	/	-2.4	/	/	0.318	11.4	-0.1	1467	/
COCCNC(=O)Cn1cnc([N+](=O)[O-])n1	-2.3	-3.6	-2.7	5.2	1	1	0.733	-1.3	7.8	1556	1
CCOC(=O)/C=C1\SCC(=O)N1Cc1nnc(-c2ccccc2Br)o1	15.3	11.8	18.7	8.4	0.8	0.9	/	5.1	6.2	1641	1
Brc1ccc(-c2ccc(/C=N/Nc3nc4ccccc4[nH]3)o2)cc1	-1.9	-2.9	9.2	-2.4	0.9	1.4	/	-16.7	2.1	1538	1.8
CCOc1cc(/C=N/NS(=O)(=O)c2ccc(OC)cc2)ccc1OCCN1CCOCC1	1.1	-16.4	2.2	-0.2	1	1.1	0.529	13.5	-4.3	1575	1.1
CCN(CC)CCn1c(NC(=O)c2ccc(C(F)(F)F)cc2)nc2ccccc21	5.6	-3.1	-10.4	3.9	1.1	1.2	0.656	-4.6	-12.7	1507	1.1
CCOC(=O)C1CCN(C(=O)C2(NC(=O)Nc3cccc(F)c3)CCCCC2)CC1	-2.4	-3.5	-16.4	1.8	1.2	1.2	0.413	7.8	4.4	1808	1.1
